# From PubChem
# KDM5B inhibitor: KDM5B demethylase inhibition | Q9UGL1 | KDM5B demethylase, FDH-coupled NADH fluorescence (FDH is formaldehyde dehydrogenase) | Potency, µM (top dose mostly 57.7 µM), for inactives: at the highest dose activity change, negative = inhibition, usual class: inhibitors | hit rate 2.6% among 220,000; active means well fitted inhibition curve with a large enough effect; inconclusive means small, poorly fitted or top-dose-only effect; inactive means no such curve, though single readings can be large or run the other way; further: 0% is about no effect; nearly all actives have a fitted effect of over 70% in size
# Target sequence (Q9UGL1 whole entry, looked up): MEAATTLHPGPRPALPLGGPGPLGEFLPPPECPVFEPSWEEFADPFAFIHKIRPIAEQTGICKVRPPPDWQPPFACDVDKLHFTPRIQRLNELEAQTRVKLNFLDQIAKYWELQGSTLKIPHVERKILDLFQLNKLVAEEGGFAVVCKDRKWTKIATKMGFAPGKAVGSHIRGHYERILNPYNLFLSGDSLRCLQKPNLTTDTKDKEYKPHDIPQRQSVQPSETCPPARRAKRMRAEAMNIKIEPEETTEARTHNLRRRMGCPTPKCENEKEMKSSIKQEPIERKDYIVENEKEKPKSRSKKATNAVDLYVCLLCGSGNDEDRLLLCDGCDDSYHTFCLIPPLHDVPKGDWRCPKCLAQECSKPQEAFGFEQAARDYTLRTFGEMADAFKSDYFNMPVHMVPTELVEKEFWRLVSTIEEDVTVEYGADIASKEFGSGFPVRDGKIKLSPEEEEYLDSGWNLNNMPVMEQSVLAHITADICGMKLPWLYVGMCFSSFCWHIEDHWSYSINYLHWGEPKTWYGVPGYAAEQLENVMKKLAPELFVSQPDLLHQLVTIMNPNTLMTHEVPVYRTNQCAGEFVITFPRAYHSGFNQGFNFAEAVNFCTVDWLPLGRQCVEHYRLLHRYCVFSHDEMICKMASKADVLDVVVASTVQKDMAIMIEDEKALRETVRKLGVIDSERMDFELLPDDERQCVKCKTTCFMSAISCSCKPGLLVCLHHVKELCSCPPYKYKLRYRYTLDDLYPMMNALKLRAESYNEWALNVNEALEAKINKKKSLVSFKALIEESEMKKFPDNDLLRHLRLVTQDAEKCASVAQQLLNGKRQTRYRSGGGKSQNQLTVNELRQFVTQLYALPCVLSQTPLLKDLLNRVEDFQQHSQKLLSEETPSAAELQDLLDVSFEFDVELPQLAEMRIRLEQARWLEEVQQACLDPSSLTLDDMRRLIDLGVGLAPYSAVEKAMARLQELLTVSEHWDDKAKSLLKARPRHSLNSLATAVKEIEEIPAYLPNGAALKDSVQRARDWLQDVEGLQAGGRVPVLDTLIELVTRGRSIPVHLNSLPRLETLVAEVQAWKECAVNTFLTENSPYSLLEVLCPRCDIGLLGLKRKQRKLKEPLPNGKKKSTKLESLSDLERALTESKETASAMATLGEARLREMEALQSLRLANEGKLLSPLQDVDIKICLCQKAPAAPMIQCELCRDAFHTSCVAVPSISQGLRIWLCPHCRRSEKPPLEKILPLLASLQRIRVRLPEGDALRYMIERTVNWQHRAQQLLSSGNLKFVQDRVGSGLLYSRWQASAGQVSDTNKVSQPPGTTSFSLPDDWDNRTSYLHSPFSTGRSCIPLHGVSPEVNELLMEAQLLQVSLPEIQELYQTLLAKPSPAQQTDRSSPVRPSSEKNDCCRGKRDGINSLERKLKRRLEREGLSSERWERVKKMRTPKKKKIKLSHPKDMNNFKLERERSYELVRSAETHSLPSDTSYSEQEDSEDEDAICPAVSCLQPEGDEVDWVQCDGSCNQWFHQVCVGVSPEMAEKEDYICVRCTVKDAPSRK
#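 Here, H3K4me3 peptide (12.5 µM in substrate mix) is demethylated by KDM5BΔAP, 200 nM final, after 10 min compound exposure. Formaldehyde product is coupled through FDH (0.25 U/mL in mix) to NADH fluorescence; 30-min ΔRFU feeds dose-response curves.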
# Numbers without * were called inactive; i = inactive; ? = inconclusive; & = joins results of further samples; [ ] = another dose, or the depositor's remark. Potency means the concentration at half of the fitted maximal effect. A portion of the library (hit frequency here may not be typical).
SMILES,KDM5B inhibitor
Cc1ccc(OCC(=O)c2ccc3c(c2)N(CCCC(=O)NC2CCCCC2)C(=O)CO3)cc1C,?
Cc1ccc(NC(=O)C2CCCN(S(=O)(=O)c3c(C)n[nH]c3C)C2)c(C)c1 (stereo unspecified),-7.3%
Cc1ccc(NS(=O)(=O)c2cccc(Cl)c2Cl)cc1S(=O)(=O)N1CCOCC1,11.6%
CCCCCOc1ccc(/C=C/C(=O)Nc2sc(C)c(C)c2C(=O)OCC)cc1OC,i
Cc1cccc2c(=O)c(-c3ccccc3)c(NC(=O)c3ccc([N+](=O)[O-])cc3)oc12,-8.7%
O=C(c1cccc(S(=O)(=O)N2CCOCC2)c1)N(Cc1ccco1)C1CC1,-3.1%
COCCSc1nc2c([nH]c3ccccc32)c(=O)n1-c1ccc(OC)c(OC)c1,?
O=C(Cn1ccc2cc(Cl)ccc21)NCc1ccccc1,-3.7%
Cc1noc(C)c1-c1cc2c(cc(C)n2C)c(NCc2ccncc2)n1,?
O=C(c1nc(-c2cc(Cl)cc(Cl)c2)c2ccccn12)N1CCOCC1,28.2µM*
COC(=O)CN1C(=O)CSc2ccc(S(=O)(=O)Nc3cccc(OC)c3)cc21,-5.9%
COCC1(CNCc2ccc(F)cc2)C[C@@H](O)[C@@H](O)C1 (stereo partly specified),-20.1%[115 µM]
Cc1c(Cl)cccc1NC(=O)NCC1CCN(CCc2ccccc2)C1 (stereo unspecified),-6.5%
Cc1[nH]c(SCC(=O)NCCc2ccccc2F)nc1Cc1ccccc1,7.6%
Cc1cccc(NC(=O)CSc2nccn2Cc2ccc(F)cc2)c1C,1.8%
CC(=O)N1c2ccccc2C(C)(c2ccc(C)cc2)CC1(C)C (stereo unspecified),-23.3%
CC(C)c1nnsc1CN1CCn2nc(CCC(=O)N3CCCC3)cc2C1,?
O=C(N[C@@H]1CN(c2ncccn2)C[C@H]1CO)c1ccoc1,12.6µM*
Cc1ccc(NC(=O)C2CCCCC2)c(C)c1,13.5%
O=C(NCCc1cccs1)c1cccc2c1CCN2C(=O)Nc1ccc(F)cc1,?
CC(C)c1ccc(NC(=O)O[C@@H]2CO[C@H]3[C@@H]2OC[C@@H]3NS(=O)(=O)c2cccs2)cc1,5.7%
CC(Oc1ccc(C(C)C)cc1)C(=O)Nc1ccc(-n2cnnn2)cc1 (stereo unspecified),-7.2%
C#CCn1c(C2CC(=O)N(c3ccc(OCC)cc3)C2)nc2ccccc21 (stereo unspecified),18.4%
COCc1noc(CC2CCOC3(CCN(C(=O)NCc4ccc(OC)cc4)CC3)C2)n1 (stereo unspecified),-14.2%
COc1ccc2cc(C(=O)N3CCc4n[nH]c(=O)n4CC3)[nH]c2c1,?
Cc1c(-c2cccc(Cl)c2)nc2ccccc2c1C(=O)NC1CCCCC1C (stereo unspecified),17.3%
CCS(=O)(=O)N(C1CC1)C1CCOC2(CCN(C(=O)c3sc(C)nc3C)CC2)C1 (stereo unspecified),22.0%
COc1ccc(-c2nc3ccccc3c(=O)n2CCN2CCOCC2)cc1,-10.7%
CCc1ccc(CNC(=O)c2ccc(CSc3nc4ccncc4n3Cc3ccccc3)cc2)cc1,-26.1%
Cc1ccc(Cc2nc3ccccc3nc2SCC(=O)N2CCN(c3ccc(F)cc3)CC2)cc1,-14.1%
COc1cc([C@@H]2CC(=O)C3=C(C2)Nc2[nH][nH]c(=O)c2[C@H]3c2ccc(N(C)C)cc2)cc(OC)c1OC,?
COc1ccc(NC(=O)c2ncoc2-c2ccc(OC)c(OC)c2)cc1OC,-9.0%
Cc1ccc(CNC(=O)CN(c2ccc(Cl)cc2Cl)S(=O)(=O)c2ccccc2)cc1,?
CS(=O)(=O)c1ccc(OCC2(CNCc3cccnc3)C[C@@H](O)[C@@H](O)C2)cc1 (stereo partly specified),-16.6%
CN1CCC2(CC1)CN(C(=O)c1cnccn1)Cc1ccccc1O2,-11.6%
CNC(=O)c1ccc(CSc2nc3cccnc3n2Cc2cccc(F)c2)cc1,?
CCCCc1c(C)[nH]n(-c2nc(C)c(C(=O)Nc3ccc(C)cc3)s2)c1=O,2.0%
CCn1c(N2CCN(Cc3ccc(F)cc3)CC2)nc2c1c(=O)[nH]c(=O)n2C,17.9%
O=C(c1ccc(CC2CCCNC2)cc1)N1CCc2nc[nH]c2C1 (stereo unspecified),15.8%
COc1ccc(N2C(=O)CCC2(C#N)c2ccc(Br)cc2)cc1 (stereo unspecified),-10.7%
O=C(CCNc1c(-c2cccc(F)c2)nc2cnccn12)NCc1ccccc1,25.1µM*
O=C(N1CCOCC1)N1CCN(C2CCNCC2)C(=O)C1,?
Cn1ncc(N2CCC(NC(=O)Cc3ccc(F)cc3)CC2)cc1=O,-7.0%
CC(=O)N1CCN(c2nc(-c3c(C)noc3C)cc3cc(C(C)C)oc23)CC1,-6.3%[86.2 µM]
COc1cc2ccccc2cc1C(=O)Nc1ccc2oc(-c3ccc(Cl)cc3)nc2c1,?
COc1ccc(Nc2ncc(C(=O)N3CCN(c4cccc(Cl)c4)CC3)c3ccccc23)cc1,?
COc1ccc(C(=O)N2CCCC3(C2)NC(=O)N(Cc2ccc(C)cc2)C3=O)cc1 (stereo unspecified),-7.4%
CC(C)(C)c1ccc(C(=O)N2CCCC(O)(CN3CCCC3)C2)cc1 (stereo unspecified),?
Cc1ccc(NC(=O)Cn2c(=O)n(Cc3ccc4c(c3)OCO4)c(=O)c3ccc(C(=O)NC4CCCCC4)cc32)c(C)c1,3.3%
Cc1ccccc1Cc1c(C)nc2c(C(=O)NCCc3noc(-c4ccncc4)n3)cnn2c1C,?
CCCNC(=O)Cc1csc2nc(C)c(-c3cc(C)n(-c4ccc(Cl)c(Cl)c4)n3)c(=O)n12,28.2µM*
COc1cccc(C(=O)c2sc3nc(-c4ccccc4)cc(C(F)(F)F)c3c2N)c1,21.2%
CC(C)c1ccc(NC(=O)c2cnc3sc(N4CCOCC4)nn3c2=O)cc1,?
O=C(Cn1nc(N2CCCCC2)c2ccccc2c1=O)Nc1ccc(Cl)cc1,13.7%
CCCCC(=O)N1CCN(C2CCN(CCC(C)C)C2=O)CC1 (stereo unspecified),-12.0%
O=C1CC2CCCC(C1)N2C(=O)N1CCCC1,-24.8%[86.2 µM]
O=C(c1cc(=O)c2cc(Cl)ccc2o1)N1CCN(Cc2ccccc2)CC1,19.2%&7.6%
O=C(c1cccc(N2CCNC2=O)c1)N1CCCC(CCc2ccccc2F)C1 (stereo unspecified),-19.3%
O=C(CCCCCCCC(=O)Nc1ccc(C(=O)c2ccccc2)cc1)Nc1ccc(C(=O)c2ccccc2)cc1,-10.7%
CC(=O)c1ccc(NC(=O)CSc2nc(N3CCOCC3)c3c(c2C#N)CC(C)(C)OC3)cc1,11.4%

# Molecules shown so far that have fluorine:
SMILES,KDM5B inhibitor
COCC1(CNCc2ccc(F)cc2)C[C@@H](O)[C@@H](O)C1 (stereo partly specified),-20.1%[115 µM]
Cc1[nH]c(SCC(=O)NCCc2ccccc2F)nc1Cc1ccccc1,7.6%
Cc1cccc(NC(=O)CSc2nccn2Cc2ccc(F)cc2)c1C,1.8%
O=C(NCCc1cccs1)c1cccc2c1CCN2C(=O)Nc1ccc(F)cc1,?
Cc1ccc(Cc2nc3ccccc3nc2SCC(=O)N2CCN(c3ccc(F)cc3)CC2)cc1,-14.1%
CNC(=O)c1ccc(CSc2nc3cccnc3n2Cc2cccc(F)c2)cc1,?
CCn1c(N2CCN(Cc3ccc(F)cc3)CC2)nc2c1c(=O)[nH]c(=O)n2C,17.9%
O=C(CCNc1c(-c2cccc(F)c2)nc2cnccn12)NCc1ccccc1,25.1µM*
Cn1ncc(N2CCC(NC(=O)Cc3ccc(F)cc3)CC2)cc1=O,-7.0%
COc1cccc(C(=O)c2sc3nc(-c4ccccc4)cc(C(F)(F)F)c3c2N)c1,21.2%
O=C(c1cccc(N2CCNC2=O)c1)N1CCCC(CCc2ccccc2F)C1 (stereo unspecified),-19.3%

# (listing goes on)
SMILES,KDM5B inhibitor
O=C(O)CN1CCCC1,-3.7%
Cc1ccccc1CSc1nc2c([nH]c3ccccc32)c(=O)n1C,-8.6%
Cc1ccc(C2=Nc3ccccc3N(CC(=O)Nc3ccccc3F)C(=O)C2)cc1C,-18.3%
CCOc1ccc(-c2cc3c(=O)n(Cc4nc(-c5ccccc5OCC)oc4C)ccn3n2)cc1Cl,?
CC(=O)N1CC(C(=O)NC(C)c2ccccc2)CC(c2cccc(C)c2)C1 (stereo unspecified),26.9%
Cc1cc(C(=O)N2[C@@H]3CC[C@H]2CC(NC(=O)c2ccncc2)C3)nn1C (stereo partly specified),0.8%
COc1ccc(Cn2c(=O)c3ccnn3c3ccc(C(=O)NCc4cccnc4)cc32)cc1,?
COc1ccc(CN2CCOc3nc(Cc4ccccc4)ncc3C2=O)cc1,3.4%[86.2 µM]
O=C1c2cccc3cccc(c23)N1S(=O)(=O)c1cccs1,-19.8%
O[C@H]1CC[C@@H](Cc2cc(COc3ccccc3)on2)O[C@@H]1CNCc1cccnc1,157.9%[activator][86.2 µM]
O=C(CSc1nc2[nH]c(=O)cc(O)c2s1)Nc1cc(Cl)cc(Cl)c1,-28.2%
CC(O)c1cc2n(n1)CCN(C(=O)CCc1nc3ccc(F)cc3[nH]1)C2 (stereo unspecified),17.6%
O=C(Cn1ccccc1=O)Nc1ccc(Br)cc1Br,-2.7%
CCCC(=O)N1Cc2ccccc2CC2(CCN(Cc3ccc(O)cc3)C2)C1 (stereo unspecified),-26.6%[115 µM]
Cc1ccc(CCC2CCN(C(=O)c3cccc(C#N)c3)CC2)cc1,16.9%
Cc1ccc2c(CC(=O)Nc3c(C(=O)c4ccc(F)cc4)oc4ccccc34)coc2c1,-17.4%
CNC(=O)c1c(NC(=O)c2nn(-c3ccc(Cl)cc3)ccc2=O)sc2c1CCCC2,-1.7%
CSc1ccc(CCNC(=O)c2cc(C)nc3c2c(C)nn3-c2cccc(F)c2)cc1,?
COc1ccc(C(=O)c2sc(Nc3ccc(C)cc3)nc2N)cc1OC,?
N#Cc1nc(-c2ccc(F)cc2)oc1N1CCN(c2ccccc2)CC1,-3.9%
CSCCC(NS(=O)(=O)c1ccc2c(c1)oc(=O)n2C)C(=O)NCc1ccc(F)cc1 (stereo unspecified),-8.9%
Cc1cc(O)c2c(C)c(CC(=O)NCCN3CCOCC3)c(=O)oc2c1,-24.0%
O=C(N/N=C/c1cc(Br)cs1)c1cccc(Br)c1,-8.2%
O=C(c1ccc2c(Cl)c3c(nc2c1)CCCC3)N1CCN(c2ccc(Cl)cc2)CC1,-5.0%
Cc1ccccc1-c1nc(C2CC(=O)N(c3ccc(F)cc3)C2)no1 (stereo unspecified),26.3%
CCN(CC)C(CNS(=O)(=O)c1cccc(C#N)c1)c1ccsc1 (stereo unspecified),13.6%
COCCOC1CN(C2CCN(C(=O)CC3CCN(C(C)=O)CC3)CC2)C12CCCCC2 (stereo unspecified),-18.5%
CCOC(=O)C1CCN(C(c2cccc(F)c2)c2c(O)cc(C)n(CCOC)c2=O)CC1 (stereo unspecified),-15.6%
CCCCCc1ccc(-c2ccc(-c3ccc(O)cc3)nc2)cc1,41.5%[activator]
Cc1ccc(CNC(=O)C(=O)NCC(c2cccs2)S(=O)(=O)c2ccccc2)cc1 (stereo unspecified),7.9%
Cc1cccc(Cn2ccn(Cc3ccc(Cl)cc3)c(=O)c2=O)c1,-2.0%
O=C(Nc1ccccc1SC1CCCC1)C1CCCC1,20.0%
COc1ccc(CNc2nc(C)nc3sc4c(c23)CCC4)cc1OC,10.0%
CCOC(=O)Cn1c(=O)n(C2CCCCC2)c2nc(-c3ccc(Cl)cc3)nc(C(N)=O)c21,?
CN1CCN(c2oc(-c3ccco3)nc2C#N)CC1,?
Cc1ccc(-c2ccc3nnc(CNC(=O)c4ccc(F)c(F)c4)n3n2)cc1C,31.6µM*
CCn1cc(C(=O)NCCc2ccccc2)c(=O)c2cc(S(=O)(=O)N(C)C)ccc21,19.7%
Cn1c(=O)[nH]c(=O)c2c1nc(Nc1cccc(Cl)c1Cl)n2CC(=O)O,1.0%
NC(=O)c1nn(CC(O)COc2ccc3ccccc3c2)c(=O)c2ccccc12 (stereo unspecified),2.2%
Cc1ccccc1NC1(c2nnnn2-c2ccccc2)CCCCC1,-2.2%
Cc1cc(F)ccc1NC(=O)C1CN(S(C)(=O)=O)CC12CCCCC2 (stereo unspecified),9.7%
Cc1cccc(OCc2ccc(C(N)=O)cc2)c1,20.4%
CN(CC(=O)Nc1ccc(Cl)c(Cl)c1)C(=O)c1ccc2ccccc2c1,-6.7%
Cc1noc(C)c1NC(=O)N1CCC(c2n[nH]c(=O)n2-c2ccccc2)CC1,7.7%
CCNC(=S)Nc1ccccc1Cl,15.4%
COCC(C)NC(=O)c1cc(S(=O)(=O)N2CCCCC2)ccc1N1CCOCC1 (stereo unspecified),3.3%
Cn1cccc1CN1CC2(C1)NC(=O)c1ccccc1O2,-4.2%[86.2 µM]
CCOC(=O)c1ccc(NC(=O)c2c(-c3c(F)cccc3Cl)noc2C)cc1,?
O=C(CCN1c2ccccc2Sc2ccccc21)N1CCCC(c2nc(C3CCOCC3)no2)C1 (stereo unspecified),25.1µM*
Cc1ccccc1S(=O)(=O)N1CCn2c(nn(CC3CC3)c2=O)C1,22.1%
O=C(c1ccc(Cl)cc1)N1CC2(CCCN2CC2CCCCC2)Cc2ccccc21 (stereo unspecified),56.2µM*
C(=N\N1CCN(Cc2cccc3ccccc23)CC1)/c1cccs1,-14.8%
Cc1nn(C)c(C)c1CCC(=O)N1CCc2[nH]cnc2C1C(=O)O (stereo unspecified),?
CC(C)Oc1ccc(CCC(=O)NNC(=S)Nc2ccccc2)cc1,7.4%
CCc1ccc(NC(=O)C2CCN(S(=O)(=O)c3c(C)noc3/C=C/c3ccco3)CC2)cc1,?
CCCNC(=O)N1CCC2(CC1)NCCc1c2[nH]c2ccccc12,?
COc1cccc(NC(=O)Cn2nc3n(c2=O)CCCC3)c1,24.5%
COc1ccc(-c2nc3ccccc3s2)cc1NC(=O)c1ccc(F)cc1,-52.8%
